PAX8 inh HTS – lowers PAX8-driven luciferase in RMG-I cells | RMG-I TPO-luciferase reporter, SteadyGlo, 24 h | inhibition, % at 12.6 µM | 1.2% of 360,000 active;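 active = mean replicate inhibition at least 60% with every replicate also reaching 60%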;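 also: luciferase light reporting Pax8 driven TPO promoter activity; plate controls were median of neutral control wells for no effect and mitoxantrone controls for full effect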
FN deposit inh – fibronectin deposition inhibition; AH1F fibroblasts, Alexa488-fibronectin deposition fluorescence, overnight; inhibition, % at 12.6 µM; 0.086% of 350,000 active;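 active = mean inhibition across replicates of 30% or more, regardless of how many single replicates reach that level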;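 also: positive control wells lacked labelled fibronectin entirely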
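test system = AH1F fibroblasts assembling fluorescent fibronectin matrix | quantity = 10000 AH1F cells per well | buffer or medium = DMEM plus 2% serum, read in PBS | doses = single dose, pinned | incubation = 1 h cell attachment, overnight exposure to compound and label | detection = fluorescence at 485 nm excitation, 525 nm emission | read-out basis = inhibition from reduced deposited-fibronectin fluorescence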
PglD inh – PglD (C. jejuni) enzyme inhibition | purified PglD enzyme, DTNB colorimetric CoA detection | 0.098% of 360,000 active | AID 602405 | inhibition, % at 12.5 µM; in the data active = inhibition above about 16%, passing the limit was not always enough; also: strong numbers were not always called active
* = called active by the depositor. Not all compounds are listed (hit frequency here may not be typical).

SMILES	PAX8 inh HTS	FN deposit inh	PglD inh
CC(C(=O)NC(=O)NC1CCCCC1)N1CCN(c2ccccn2)CC1 (configuration not stated)	3	6	-5
Cc1ccc(N2C(=O)c3n[nH]c(C)c3C2c2cccnc2)cc1 (configuration not stated)	0	2	-3
CN(C)c1ccc(CN(C(=O)COc2ccc(Br)cc2)C2CCS(=O)(=O)C2)cc1 (configuration not stated)	12	3	4
CCCCn1c(=NC(=O)c2cccnc2)c(C#N)cc2c(=O)n3cccc(C)c3nc21	-1	-5	1
COCCn1nnnc1C(c1ccc(C(F)(F)F)cc1)N1CCOCC1 (configuration not stated)	3	1	-3
O=C(NC1CCCCC1)c1ccccc1NC(=O)C1CC(=O)N(c2ccccc2)C1 (configuration not stated)	-2	-1	8
COCC(=O)Nc1ccccc1C#N	-5	11	-3
CCOc1cccc2cc(-c3nnc(NCc4ccco4)s3)c(=O)oc12	-40	0	1
Cc1c(Cl)ccc2c1NC(=O)[C@]21N[C@@H](CCC(N)=O)[C@H]2C(=O)N(c3ccc(F)cc3)C(=O)[C@H]21	6	0	2
CS(=O)(=O)N(Cc1ccc(Cl)cc1)c1ccc(C(=O)NCCSCc2ccco2)cc1	62*	-13	-7
O=C(COC(=O)Cc1ccsc1)NCC12CC3CC(CC(C3)C1)C2	-16	8	-3
CCCCNC(=O)c1sc2nc(C)cc(COC)c2c1-n1cccc1	5	-9	4
CCCCC(CCC(=O)Nc1nccs1)C(=O)O (configuration not stated)	1	-4	-7
COC(=O)c1ccc(OCCN2C3=NCCN3c3ccccc32)cc1	-6	2	1
Cc1oc(C(=O)O)cc1COc1ccc2c3c(c(=O)oc2c1)CCC3	-7	3	-1
CCCn1c(NC(=O)c2cccc(S(=O)(=O)N3CCCC3)c2)nc2ccccc21	74*	14	-6
CCCCCC(=O)Nc1nc2ccccc2[nH]1	-137	4	6
Cn1c(=O)cc(SCC(=O)N2CCN(Cc3ccc4c(c3)OCO4)CC2)c2ccccc21	5	2	-1
N#CCCN1CCn2c1nc1ccccc12	-5	-3	1
CC1CCN(CCc2nc3cc(NC(=O)Nc4ccccc4)ccc3n2C)CC1	-40	-9	-6
COc1cc(NC(=O)c2ccc(F)cc2)c(OC)cc1Cl	19	0	0
CC1CCCN(c2nc3ccsc3c(=O)s2)C1 (configuration not stated)	-185	-1	5
COC(=O)CSc1nnc(-c2ccc(S(=O)(=O)NCc3cccs3)cc2)o1	7	-12	2
COc1ccc(-c2ccc(C3C(C#N)=C(N)Oc4n[nH]c(C)c43)o2)cc1 (configuration not stated)	0	-10	-1
CC(NC(=O)c1ccco1)c1ccc2c(c1)OCCO2 (configuration not stated)	-8	-9	6

Random excerpt: two entries already listed
SMILES	PAX8 inh HTS	FN deposit inh	PglD inh
Cc1c(Cl)ccc2c1NC(=O)[C@]21N[C@@H](CCC(N)=O)[C@H]2C(=O)N(c3ccc(F)cc3)C(=O)[C@H]21	6	0	2
N#CCCN1CCn2c1nc1ccccc12	-5	-3	1

Additional entries:
SMILES	PAX8 inh HTS	FN deposit inh	PglD inh
O=C(NNC1=NCCCCC1)c1ccccc1	16	-3	2
S=c1[nH]ncn1/N=C/c1ccccn1	-3	-1	9
CCCCn1c(SCC(=O)Nc2nnc(CC)s2)nc2ccccc2c1=O	11	-1	-2
COC(=O)c1cn(NC(=O)c2cccc(OC)c2)c(=O)c2ccccc12	-5	7	-8
CCC(C)[C@H](N)c1nnc(SCC(=O)Nc2cccc(Cl)c2)o1 (some centres not stated)	1	-5	-3
Cc1cc2ccccc2c(=O)n1CC(=O)NCC(=O)N1CCCC(C)C1 (configuration not stated)	-4	-3	2
O=C(CSC1=NCCS1)N1CCN(c2ccc(Cl)cc2)CC1	19	-17	-5
C=CCOn1c(C)c(C(C)=O)c2c3no[n+]([O-])c3ccc21	-23	-10	3
CN1CCN(c2ccc(NC(=O)CSc3ccccc3)cc2F)CC1	-57	0	1
O=C1C2CCCN2C(c2ccccc2F)N1c1ccc(F)cc1 (configuration not stated)	2	-2	5
O=C(OCC(=O)N1CCOCC1)c1ccc[nH]c1=O	19	-4	3
COc1ccccc1Oc1coc2cc(OC(=O)N3CCOCC3)ccc2c1=O	1	4	7
CC(=O)N(c1ccc(N(C(C)=O)S(=O)(=O)c2cccs2)cc1)S(=O)(=O)c1cccs1	-10	5	-7
COc1ccc(NCc2nnc(SCc3ccccc3)n2-c2ccc(OC)cc2)cc1	14	-14	1
Nn1c(Cc2ccccc2F)nnc1SCn1nnc2ccccc2c1=O	-4	0	0
O=C1OCc2cc(NC(=O)C3CCCO3)ccc21 (configuration not stated)	9	3	8
COc1ccc(CNC(=O)CSCc2cnn(-c3ccccc3)c2-n2cccc2)cc1	31	2	0
CCCOC(=O)/C(C(N)=NCc1ccccc1)=C(\O)OCCC	11	-2	5
Cc1nn(-c2ccccc2)c(C)c1/C=N/NC(=O)c1cc(-c2ccc(Br)s2)[nH]n1	-2	18	-1
Cc1ccc(C)c(N2CCN(C(=O)c3ccc(CS(=O)(=O)c4ccccc4C)o3)CC2)c1	31	12	5
Cn1cc(/C(Cc2ccccc2)=N\O)c2ccccc21	23	11	0
CCCCSCc1[nH]c(=O)[nH]c1C(=O)CCCCC(=O)OCC	12	-1	0
CCOC(=O)N1CCN(C(=O)C2CCN(S(=O)(=O)c3ccccc3)CC2)CC1	-12	16	0
COC(=O)CNC(=O)CSc1nc(N)cc(=O)[nH]1	19	1	-2
CCN(CC)C(=O)CSc1ncnc2c1cnn2-c1ccccc1	-70	-8	0
Later entries
SMILES	PAX8 inh HTS	FN deposit inh	PglD inh
Cc1ccsc1-c1ccnc(-n2cccc2)n1	-5	7	-3
CCOC(=O)COc1ccccc1-c1ccno1	-5	-4	3
CCCOc1ccc(N2C(=O)CC(N3CCN(S(=O)(=O)c4ccccc4)CC3)C2=O)cc1 (configuration not stated)	15	-3	7
COc1ccc(-n2c(C)cc(C(=O)CSc3nnc(-c4ccoc4C)n3C)c2C)cc1	12	-10	-1
Cc1ccc(NC(=O)CS(=O)(=O)c2c[nH]c3ccccc23)c(C)c1	8	-2	-2
O=C1c2ccc3c4c(ccc(c24)C(=O)N1c1ccc2ccccc2c1)CC3	16	1	-2
Cc1ccc(NS(=O)(=O)c2ccc(N3C(=O)CCC3=O)cc2)cc1	15	1	2
O=C(Nc1cccc(Cl)c1)N(CCN1CCOCC1)Cc1ccccc1F	6	8	-5
S=C1COC(c2ccccc2)N1c1ccccc1 (configuration not stated)	33	-2	2
Cc1ccc(NC2=NC(C(=O)Nc3ccc(C)c(C)c3)CC(=O)N2)cc1 (configuration not stated)	25	-6	3
C=CCn1c(SCc2c(C)noc2C)nc2sc3c(c2c1=O)CCCCC3	41	-5	1
COc1ccc(-c2oc3ncn4nc(Cc5ccccc5)nc4c3c2-c2ccc(OC)cc2)cc1	9	-8	-1
COc1ccc(CNC(=O)CSc2nnnn2-c2ccc(O)cc2)cc1	-9	5	3
CCOc1ccc2[nH]c(=O)c(CN(Cc3ccc(F)cc3)C(=O)N3CCCC3)cc2c1	9	6	3
C=CCn1c(Sc2nnc(C)s2)nc2c1c(=O)[nH]c(=O)n2C	12	-11	-2
CCOC(=O)c1ccccc1NC(=O)COC	-1	-2	2
C=CCc1cccc2cc(C(=O)NCc3ccc(C(=O)OCC)o3)c(=O)oc12	12	-4	0
CC(=O)c1c(C)[nH]c(C(=O)N2CCN(C(=O)c3ccco3)CC2)c1C	5	3	2
NCCc1nnc(SCC(N)=O)o1	10	-3	3
Cc1ccc(NC(=O)N2CCOCC2)c(C)c1	-3	2	5
COc1ccc(CN2CCN(S(=O)(=O)c3ccccc3)CC2)cc1Br	32	-7	-1
O=C(COc1ccc(Br)cc1CO)Nc1ccccc1	-105	3	5
O=C(CCn1nnc2ccccc2c1=O)N[C@H](C(=O)O)c1ccccc1	-8	4	0
CCC(C)NC(=O)C1c2ccccc2C(=O)N1Cc1ccc(OC)cc1OC (configuration not stated)	-3	3	1
Cc1nnc(SCC(=O)Nc2nsc(-c3ccc(Cl)cc3)n2)s1	-53	1	6
Further compounds follow.
SMILES	PAX8 inh HTS	FN deposit inh	PglD inh
O=C(Nc1ccc2c(c1)OCO2)c1ccc(CN2CCOCC2)cc1	-129	-3	-2
COc1ccc(C)cc1NC(=O)CN1CCN(C/C=C/c2ccccc2)CC1	7	2	6
CCCOc1cccc(C(=O)N(Cc2cccs2)C2CCS(=O)(=O)C2)c1 (configuration not stated)	2	-6	-10
CS(=O)(=O)NCCCNc1c(Cl)cccc1[N+](=O)[O-]	3	-7	1
Cc1[nH]ccc(=O)c1OCc1ccc(Cl)cc1	6	1	-2
COc1ccccc1C(=O)NCCN1CCN(C(=O)c2ccccc2OC)CC1	5	3	3
CCOc1c(Cl)cc(C(=O)Nc2ccccc2C(=O)O)cc1Cl	-32	9	-3
COc1ccccc1OCCn1cc(C(=O)c2ccco2)c2ccccc21	2	4	5
CC(C)Nc1nc(Oc2ccc(Cl)cc2Cl)cc(C(F)(F)F)n1	9	7	-4
COCCOC(=O)C1=C(C)Nc2ncnn2C1c1ccccc1 (configuration not stated)	-6	0	-5
Cn1c(N2CCCC2)nc2c1c(=O)n(Cc1ccc(F)cc1)c(=O)n2C	4	2	1
O=C(CNC(=O)c1ccc(Cl)cc1)NCCCn1ccnc1	-21	4	6
COC(=O)CSc1nnc(CCc2nc3ccccc3[nH]2)n1C	22	-10	0
CC(=O)Nn1cc2c(c1-c1ccccc1)c(=O)n(C)c(=O)n2C	1	-10	0
Cc1cccc(/C=N/n2c(C)cc(C)c(C#N)c2=O)c1	-17	-3	-2
O=C(O)c1ccccc1C(=O)NNc1ccc(F)cc1	4	12	6
CSc1nc2ncc3c(n2n1)CC1c2ccccc2CCN1C3=O (configuration not stated)	-10	5	6
C=CCn1c(SCC(=O)O)nnc1-c1cccs1	5	-1	4
COCCCNS(=O)(=O)c1ccc(Oc2ncc(C(F)(F)F)cc2Cl)cc1	8	0	-4
Cc1noc(C)c1COC(=O)c1ccc2c(c1)OCO2	6	2	5
CCN(CC)C(=O)COC(=O)c1ccc(O)cc1	7	-1	-2
O=C(c1ccc(F)cc1)c1c[nH]c(C(=O)NCCCN2CCOCC2)c1	-11	9	0
O=C1CC(c2ccc(F)cc2)Sc2ccccc2N1 (configuration not stated)	6	0	-2
Cc1nc2ccccc2c2c1C(=O)N(Cc1cccnc1)C2=O	-1	5	-103
O=C(c1cccn(Cc2cccc(Cl)c2)c1=O)N1CCOCC1	8	-2	5

Nothing new here: an excerpt of the list.
SMILES	PAX8 inh HTS	FN deposit inh	PglD inh
CS(=O)(=O)NCCCNc1c(Cl)cccc1[N+](=O)[O-]	3	-7	1
Cc1[nH]ccc(=O)c1OCc1ccc(Cl)cc1	6	1	-2
COc1ccccc1C(=O)NCCN1CCN(C(=O)c2ccccc2OC)CC1	5	3	3
CCOc1c(Cl)cc(C(=O)Nc2ccccc2C(=O)O)cc1Cl	-32	9	-3
COc1ccccc1OCCn1cc(C(=O)c2ccco2)c2ccccc21	2	4	5
CC(C)Nc1nc(Oc2ccc(Cl)cc2Cl)cc(C(F)(F)F)n1	9	7	-4
COCCOC(=O)C1=C(C)Nc2ncnn2C1c1ccccc1 (configuration not stated)	-6	0	-5
Cn1c(N2CCCC2)nc2c1c(=O)n(Cc1ccc(F)cc1)c(=O)n2C	4	2	1
O=C(CNC(=O)c1ccc(Cl)cc1)NCCCn1ccnc1	-21	4	6
COC(=O)CSc1nnc(CCc2nc3ccccc3[nH]2)n1C	22	-10	0
CC(=O)Nn1cc2c(c1-c1ccccc1)c(=O)n(C)c(=O)n2C	1	-10	0
Cc1cccc(/C=N/n2c(C)cc(C)c(C#N)c2=O)c1	-17	-3	-2
O=C(O)c1ccccc1C(=O)NNc1ccc(F)cc1	4	12	6
CSc1nc2ncc3c(n2n1)CC1c2ccccc2CCN1C3=O (configuration not stated)	-10	5	6
C=CCn1c(SCC(=O)O)nnc1-c1cccs1	5	-1	4
COCCCNS(=O)(=O)c1ccc(Oc2ncc(C(F)(F)F)cc2Cl)cc1	8	0	-4
Cc1noc(C)c1COC(=O)c1ccc2c(c1)OCO2	6	2	5
CCN(CC)C(=O)COC(=O)c1ccc(O)cc1	7	-1	-2
O=C(c1ccc(F)cc1)c1c[nH]c(C(=O)NCCCN2CCOCC2)c1	-11	9	0
O=C1CC(c2ccc(F)cc2)Sc2ccccc2N1 (configuration not stated)	6	0	-2

Next compounds follow:
SMILES	PAX8 inh HTS	FN deposit inh	PglD inh
CN1CCN(S(=O)(=O)c2ccc(NC(=O)c3ccc(Br)o3)cc2)CC1	-15	-6	3
COC(=O)c1ccc(CSc2ncn[nH]2)o1	-5	-16	4
Cn1c(=O)n(CC(=O)NCc2cccnc2)c2ccccc21	-12	-1	2
CCOc1ccccc1NC(=O)CN(c1ccc(OC)cc1)S(=O)(=O)c1c(C)noc1C	24	-5	2
O=C(O)C1C(c2ccccc2)C(C(=O)Oc2ccc(O)cc2)C1c1ccccc1 (configuration not stated)	-16	6	2
Cc1cc(=O)oc2cc(OCC(=O)NCCc3nc4ccccc4[nH]3)ccc12	10	-6	-1
CC(Oc1ccc(Cl)cc1)c1ccnn1S(=O)(=O)c1ccc(Cl)cc1 (configuration not stated)	-10	0	-5
